Screening data deposited in PubChem BioAssay by several laboratories.
PME-1 inh – PME-1 (human) inhibition; Q9Y570; recombinant PME-1, FP-Rh probe fluorescence polarization; inhibition, % at 5.9 µM; actives 0.53% (n = 320,000); AID 2130;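 active = inhibition above the campaign mean of all compounds plus 3 SD, cut at about 26% in these data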;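 also: competitive labeling of PME-1 active site by serine hydrolase directed probe; 0% = PME-1 with DMSO and 100% = wells lacking PME-1 enzyme; inhibitors block probe labeling so polarization falls and inhibition rises; many of its hits are not listed in these tables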
Target sequence (Q9Y570 whole entry, looked up): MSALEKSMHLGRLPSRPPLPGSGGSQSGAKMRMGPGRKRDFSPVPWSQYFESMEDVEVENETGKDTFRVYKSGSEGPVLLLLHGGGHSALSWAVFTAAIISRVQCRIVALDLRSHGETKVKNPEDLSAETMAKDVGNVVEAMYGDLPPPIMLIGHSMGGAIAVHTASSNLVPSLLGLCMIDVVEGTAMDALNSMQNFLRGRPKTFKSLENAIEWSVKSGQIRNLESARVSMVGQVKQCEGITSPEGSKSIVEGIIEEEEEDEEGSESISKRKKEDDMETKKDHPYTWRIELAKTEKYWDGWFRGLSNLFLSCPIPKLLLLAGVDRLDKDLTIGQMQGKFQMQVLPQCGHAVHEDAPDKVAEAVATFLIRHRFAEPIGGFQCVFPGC
Bcl-xL primary – Bcl-xL (human) inhibition | inhibition, % at 10.9 µM | actives 0.7% (n = 320,000) | AID 2129 | GST-Bcl-xL / FITC-Bim BH3 peptide fluorescence polarization | Q07817;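 active = inhibition above the mean of all tested compounds plus 3 SD, cutoff set per campaign, cut at about 30% in these data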;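 also: 0% = DMSO wells and 100% = unlabeled Bim-BH3 peptide competitor; inhibitors lower millipolarization by displacing the labeled peptide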
Target sequence (Q07817 whole entry, looked up): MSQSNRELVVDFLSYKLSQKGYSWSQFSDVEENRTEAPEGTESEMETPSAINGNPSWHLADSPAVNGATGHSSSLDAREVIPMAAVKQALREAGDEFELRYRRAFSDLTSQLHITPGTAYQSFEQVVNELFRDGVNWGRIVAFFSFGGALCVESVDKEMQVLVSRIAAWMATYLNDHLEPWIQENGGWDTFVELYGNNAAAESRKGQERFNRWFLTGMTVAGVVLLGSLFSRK
PAD4 FP inh – blocks human protein arginine deiminase 4 | Q9UM07 | recombinant PAD4, RCA probe fluorescence polarization | inhibition, % at 6.36 µM | actives 0.41% (n = 330,000);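 active = percent inhibition above a cutoff equal to the mean of all tested compounds plus 3 SD, cut at about 15% in these data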;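 also: 0% = PAD4 with RCA probe and DMSO and 100% = probe without PAD4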
Fam108B inh – Fam108B inhibition, counter-screen for RBBP9 inhibitors. inhibition, % at 9.51 µM. recombinant Fam108B, FP-Rh probe fluorescence polarization. actives 0.33% (n = 300,000). AID 1947;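 active = inhibition above the screen mean inhibition plus 3 SD, computed separately per campaign, cut at about 18% in these data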;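 also: inhibitors lower polarization as less probe binds the enzyme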
GSTO1 inh – blocks human GSTO1 in RBBP9 counter-screen; recombinant GSTO1, activity-based probe fluorescence polarization; inhibition, % at 5.96 µM; actives 1.1% (n = 300,000); P78417;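 active = inhibition above the campaign mean inhibition plus 3 SD, cut at about 35% in these data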;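 also: 0% = GSTO1-1 with DMSO and 100% = wells lacking GSTO1-1 enzyme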
GLD-1 TGE inh – GLD-1-TGE RNA interaction inhibition (C. elegans); actives 0.44% (n = 320,000); Q17339; purified GLD-1 + fluorescein TGE RNA, fluorescence polarization; inhibition, % at 5.96 µM;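 active = percent inhibition above a per-plate cutoff, the plate mean of test compounds plus 3 SD, cut at about 30% in these data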;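 also: 0% = DMSO wells with GLD-1 and probe and 100% = wells lacking GLD-1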
TPT1 inh – C. albicans TPT1 enzyme inhibition; recombinant caTPT1, FP RNA substrate dephosphorylation; inhibition, % at 5 µM; actives 0.81% (n = 300,000);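 active = inhibition above the mean of all tested compounds plus 3 SD, set per screening campaign, cut at about 24% in these data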;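 also: plate controls were DMSO alone for no effect and ferristatin control at 100 nM for full effect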
MCL1 BIM primary – MCL1-BIM-BH3 interaction inhibition (human); actives 0.68% (n = 320,000); GST-MCL1 / FITC-Bim-BH3 fluorescence polarization; inhibition, % at 10.9 µM; AID 2057; Q07820;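 active = inhibition above the mean inhibition of all tested compounds plus 3 SD, set per campaign, cut at about 40% in these data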;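 also: 0% = DMSO wells and 100% = unlabeled Bim-BH3 peptide control; higher means more loss of mP so more displacement of Bim peptide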
MEX-5 binding – C. elegans MEX-5 TCR-2 RNA binding activity; actives 0.38% (n = 300,000); Q9XUB2; MEX-5/FITC-TCR2 RNA binding, fluorescence polarization; active compounds read low; activity score (negative = inhibition of binding), % at 10 µM;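 active = inhibition past about -25% in most replicates, and total fluorescence under double the plate's negative control median, limit read from the data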;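 also: 0% = DMSO and -100% = 5 µM competing unlabeled TCR2 RNA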
Target sequence (Q9XUB2 whole entry, looked up): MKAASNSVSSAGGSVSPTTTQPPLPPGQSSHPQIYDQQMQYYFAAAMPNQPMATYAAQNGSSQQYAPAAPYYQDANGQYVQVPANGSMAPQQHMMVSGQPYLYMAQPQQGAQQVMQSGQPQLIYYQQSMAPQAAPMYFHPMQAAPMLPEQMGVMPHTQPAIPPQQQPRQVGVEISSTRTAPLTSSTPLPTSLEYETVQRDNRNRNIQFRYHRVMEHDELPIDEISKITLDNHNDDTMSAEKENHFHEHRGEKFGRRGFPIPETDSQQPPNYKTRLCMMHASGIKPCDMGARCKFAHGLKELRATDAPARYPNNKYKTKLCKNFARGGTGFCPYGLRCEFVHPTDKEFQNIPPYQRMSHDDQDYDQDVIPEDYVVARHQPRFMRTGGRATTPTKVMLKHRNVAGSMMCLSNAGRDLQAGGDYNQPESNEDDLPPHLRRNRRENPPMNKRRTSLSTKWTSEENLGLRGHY
Active calls of the source: *.

How did CC(=O)Oc1ccccc1C(=O)Nc1ncc([N+](=O)[O-])s1 do in these assays?
PME-1 inh: 8.9; Bcl-xL primary: 14.0; PAD4 FP inh: 21.3*; Fam108B inh: 9.6; GSTO1 inh: -8.7; GLD-1 TGE inh: 1.4; TPT1 inh: -3.2; MCL1 BIM primary: 23.9; MEX-5 binding: -1.6

What do the screens show for `Cc1cc(=O)cc(C)n1-c1ccc(Cl)c(Cl)c1`?
PME-1 inh: 0.3; Bcl-xL primary: 1.0; PAD4 FP inh: -2.2; Fam108B inh: 7.3; GSTO1 inh: 12.7; GLD-1 TGE inh: -0.9; TPT1 inh: 1.3; MCL1 BIM primary: 6.5; MEX-5 binding: -0.9

What do the screens show for `CCOC(=O)c1c(Nc2ccc(Cl)cc2)sc(/C=C2\C=Nc3ccccc32)c1O`?
PME-1 inh: -0.3; Bcl-xL primary: -1.8; PAD4 FP inh: -6.9; Fam108B inh: -1.6; GSTO1 inh: -2.9; GLD-1 TGE inh: -17.5; TPT1 inh: 35.6*; MCL1 BIM primary: 1.5; MEX-5 binding: 1.3

Results for CC(=O)NCCc1nc2cc(NC(=O)c3ccc(Cl)cc3)ccc2n1C ?
PME-1 inh: -0.3; Bcl-xL primary: 4.1; PAD4 FP inh: 0.1; Fam108B inh: -3.2; GSTO1 inh: -3.4; GLD-1 TGE inh: -8.9; TPT1 inh: 0.9; MCL1 BIM primary: 0.3; MEX-5 binding: -1.1

How did CCCCNc1ncnc2c1nnn2Cc1ccccc1Cl do in these assays?
PME-1 inh: 4.3; Bcl-xL primary: 3.4; PAD4 FP inh: -0.5; Fam108B inh: 4.4; GSTO1 inh: 1.5; GLD-1 TGE inh: 1.0; TPT1 inh: -0.6; MCL1 BIM primary: 4.8; MEX-5 binding: -1.6

What do the screens show for `O=C(CCNC(=O)c1ccc(Cl)cc1)Nc1cccc(S(=O)(=O)N2CCCCC2)c1`?
PME-1 inh: 7.5; Bcl-xL primary: -9.9; PAD4 FP inh: 0.7; GLD-1 TGE inh: 2.8; MCL1 BIM primary: -11.2

How did Cn1nc(C(=O)NCc2cccnc2)c2ccccc2c1=O do in these assays?
PME-1 inh: 1.6; Bcl-xL primary: 4.8; PAD4 FP inh: 4.4; Fam108B inh: 1.9; GSTO1 inh: 1.1; GLD-1 TGE inh: 8.0; TPT1 inh: -4.8; MCL1 BIM primary: 7.5; MEX-5 binding: 2.6

Results for CSc1nc(-c2ccccc2)cc(C)c1C#N ?
PME-1 inh: -15.8; Bcl-xL primary: -6.3; PAD4 FP inh: -5.0; Fam108B inh: -6.0; GSTO1 inh: 9.6; GLD-1 TGE inh: -5.3; TPT1 inh: -0.5; MCL1 BIM primary: -4.4; MEX-5 binding: -1.4

How did O=C(c1ccco1)N1CCN(C(=O)C2CC(c3ccc(Cl)c(Cl)c3)=NO2)CC1 (stereo not drawn) do in these assays?
PME-1 inh: 0.9; Bcl-xL primary: 0.7; PAD4 FP inh: -3.7; Fam108B inh: -0.1; GSTO1 inh: 1.9; GLD-1 TGE inh: -7.2; TPT1 inh: 1.3; MCL1 BIM primary: -2.5; MEX-5 binding: 2.1

Results for COc1ccc(NC(=O)C(=O)N/N=C/c2cccnc2)cc1 ?
PME-1 inh: 0.3; Bcl-xL primary: 4.5; PAD4 FP inh: 3.8; Fam108B inh: 2.1; GSTO1 inh: -4.3; GLD-1 TGE inh: -3.7; TPT1 inh: -2.5; MCL1 BIM primary: 1.6

How did COc1ccc(-c2c(C#Cc3ccsc3)c3cc(Br)ccc3n2C)cc1 do in these assays?
PME-1 inh: 17.8; Bcl-xL primary: 0.9; PAD4 FP inh: -1.2; GLD-1 TGE inh: -7.9; MCL1 BIM primary: 9.9

Results for CCN(CC)C(=O)C(=O)c1c(-c2ccccc2)[nH]c2ccccc12 ?
PME-1 inh: 0.4; Bcl-xL primary: 3.7; PAD4 FP inh: -1.3; Fam108B inh: -0.6; GSTO1 inh: 1.2; GLD-1 TGE inh: -5.9; TPT1 inh: 2.7; MCL1 BIM primary: 0.1; MEX-5 binding: 0.3

How did O=C(COC(=O)c1ccc(Br)o1)Nc1ccc(S(=O)(=O)N2CCCC2)cc1 do in these assays?
PME-1 inh: 2.9; Bcl-xL primary: 5.5; PAD4 FP inh: 1.4; Fam108B inh: -1.1; GSTO1 inh: 2.2; GLD-1 TGE inh: 3.5; TPT1 inh: -1.4; MCL1 BIM primary: -2.6; MEX-5 binding: -2.7

How did O=c1nccc(Nc2ccccc2)[nH]1 do in these assays?
PME-1 inh: 5.3; Bcl-xL primary: 5.3; PAD4 FP inh: 1.4; Fam108B inh: 3.1; GSTO1 inh: -3.4; GLD-1 TGE inh: -6.3; TPT1 inh: -4.6; MCL1 BIM primary: 0.1; MEX-5 binding: -1.1

Results for CC(C)c1ccc(NC(=O)CC2Oc3ccccc3NC2=O)cc1 (stereo not drawn) ?
PME-1 inh: 3.3; Bcl-xL primary: -4.7; PAD4 FP inh: 2.6; Fam108B inh: 0.0; GSTO1 inh: 6.4; GLD-1 TGE inh: 4.2; TPT1 inh: -1.4; MCL1 BIM primary: 2.8; MEX-5 binding: 0.0

How did O=C(Nc1cccc([N+](=O)[O-])c1)c1ccc(N2CCCC2=O)cc1 do in these assays?
PME-1 inh: -4.2; Bcl-xL primary: -1.7; PAD4 FP inh: 1.1; Fam108B inh: 1.9; GSTO1 inh: -6.5; GLD-1 TGE inh: -2.9; TPT1 inh: -1.2; MCL1 BIM primary: -4.7; MEX-5 binding: -2.5

How did CNc1nc(-c2ccccc2)cc(-c2ccccc2)n1 do in these assays?
PME-1 inh: -9.9; Bcl-xL primary: 2.1; PAD4 FP inh: -2.4; Fam108B inh: -4.7; GSTO1 inh: -4.7; GLD-1 TGE inh: 1.4; TPT1 inh: 4.8; MCL1 BIM primary: -2.1; MEX-5 binding: 1.2

What do the screens show for `Cc1ccc(Nc2c(-c3ccco3)nc3nc(C)cc(C)n23)cc1`?
PME-1 inh: 5.4; Bcl-xL primary: 10.2; PAD4 FP inh: -0.8; Fam108B inh: 5.3; GSTO1 inh: 17.1; GLD-1 TGE inh: 4.5; TPT1 inh: -1.4; MCL1 BIM primary: 16.8; MEX-5 binding: -0.6

How did O=C(CCS(=O)(=O)c1ccc(F)cc1)N1CCN(c2ccccc2)CC1 do in these assays?
PME-1 inh: -1.1; Bcl-xL primary: 3.7; PAD4 FP inh: -2.7; Fam108B inh: 0.1; GSTO1 inh: 3.4; GLD-1 TGE inh: 3.0; TPT1 inh: -2.3; MCL1 BIM primary: -2.0; MEX-5 binding: -2.6

How did CCN1CCc2c(sc(NC(=O)c3ccc(S(=O)(=O)N4CCOCC4)cc3)c2C(N)=O)C1 do in these assays?
PME-1 inh: -0.9; Bcl-xL primary: 9.2; PAD4 FP inh: -3.9; Fam108B inh: 0.9; GSTO1 inh: -9.1; GLD-1 TGE inh: 14.6; TPT1 inh: 9.3; MCL1 BIM primary: -0.7; MEX-5 binding: -6.0

Results for Cc1nn(Cc2cccc(C(=O)NC(C)c3ccc(C(C)(C)C)cc3)c2)c(C)c1[N+](=O)[O-] (stereo not drawn) ?
PME-1 inh: -10.9; Bcl-xL primary: 6.2; PAD4 FP inh: 0.3; Fam108B inh: -5.2; GSTO1 inh: -5.7; GLD-1 TGE inh: 4.7; TPT1 inh: 0.1; MCL1 BIM primary: 4.0; MEX-5 binding: -0.1

What do the screens show for `CN(Cc1ccon1)C(=O)CC1C(=O)NCCN1CC(C)(C)C` (stereo not drawn)?
PME-1 inh: -1.4; Bcl-xL primary: 13.1; PAD4 FP inh: -2.5; Fam108B inh: -0.7; GSTO1 inh: -4.5; GLD-1 TGE inh: 14.9; TPT1 inh: -8.2; MCL1 BIM primary: 10.5; MEX-5 binding: -4.5

Results for O=C1CC(c2ccccc2)CC(O)=C1C=NCc1ccccc1 (stereo not drawn) ?
PME-1 inh: 0.8; Bcl-xL primary: 7.3; PAD4 FP inh: -1.3; Fam108B inh: -0.5; GSTO1 inh: 5.3; GLD-1 TGE inh: 2.6; TPT1 inh: 0.4; MCL1 BIM primary: 9.5; MEX-5 binding: -2.9

What do the screens show for `CC1CCC(NC(=O)CCC(=O)N2CC(C)Oc3ccccc32)CC1` (stereo not drawn)?
PME-1 inh: -3.7; Bcl-xL primary: 0.5; PAD4 FP inh: -3.9; Fam108B inh: -0.1; GSTO1 inh: 0.3; GLD-1 TGE inh: 3.5; TPT1 inh: 1.4; MCL1 BIM primary: -5.2; MEX-5 binding: 1.5

Results for On1c(-c2ccccc2Cl)nc2ccccc21 ?
PME-1 inh: -0.4; Bcl-xL primary: 1.9; PAD4 FP inh: 2.5; Fam108B inh: 3.0; GSTO1 inh: 4.5; GLD-1 TGE inh: 4.4; TPT1 inh: 0.3; MCL1 BIM primary: 1.9; MEX-5 binding: 1.0

What do the screens show for `Cc1ccc(S(=O)(=O)N2CCCCC2)cc1NC(=O)c1cc(=O)[nH]c2ccccc12`?
PME-1 inh: 3.7; Bcl-xL primary: -0.7; PAD4 FP inh: 6.5; GLD-1 TGE inh: 3.9; MCL1 BIM primary: -23.4

Results for CCOc1ccccc1NS(=O)(=O)c1ccc2[nH]c(=O)[nH]c2c1 ?
PME-1 inh: 5.4; Bcl-xL primary: 7.8; PAD4 FP inh: -2.9; Fam108B inh: 0.6; GSTO1 inh: 2.1; GLD-1 TGE inh: 1.4; TPT1 inh: -1.8; MCL1 BIM primary: 6.8; MEX-5 binding: 0.9

Results for COc1ccc(OC)c(NC(=O)c2cccc(S(=O)(=O)N3CCN(C(C)=O)CC3)c2)c1 ?
PME-1 inh: 1.7; Bcl-xL primary: -3.6; PAD4 FP inh: -0.6; Fam108B inh: 3.2; GSTO1 inh: 4.9; GLD-1 TGE inh: 2.2; TPT1 inh: -4.2; MCL1 BIM primary: -5.3; MEX-5 binding: 0.6

What do the screens show for `Cc1ccc2nc(NC(=O)CSc3nncc(=O)n3N)sc2c1`?
PME-1 inh: -7.6; Bcl-xL primary: -3.1; PAD4 FP inh: 19.0*; Fam108B inh: -5.7; GSTO1 inh: 10.3; GLD-1 TGE inh: 1.4; TPT1 inh: 0.6; MCL1 BIM primary: -6.4; MEX-5 binding: 1.2

What do the screens show for `C/C(=N/OC(=O)c1cccc(Cl)c1)c1nccs1`?
PME-1 inh: -8.0; Bcl-xL primary: -3.3; PAD4 FP inh: -1.3; Fam108B inh: -3.8; GSTO1 inh: -4.3; GLD-1 TGE inh: 5.9; TPT1 inh: 0.0; MCL1 BIM primary: 0.3; MEX-5 binding: -0.1

What do the screens show for `COC(=O)Nc1cc(C(F)(F)F)ccc1N1CCN(c2ccccc2)CC1`?
PME-1 inh: 0.3; Bcl-xL primary: -4.0; PAD4 FP inh: 1.7; Fam108B inh: -3.4; GSTO1 inh: -2.5; GLD-1 TGE inh: 9.7; TPT1 inh: 4.8; MCL1 BIM primary: -1.9; MEX-5 binding: -0.4

Results for OCc1ncc(-c2ccccc2)s1 ?
PME-1 inh: 3.3; Bcl-xL primary: -2.2; PAD4 FP inh: 0.1; Fam108B inh: 0.2; GSTO1 inh: 1.8; GLD-1 TGE inh: -9.7; TPT1 inh: 1.9; MCL1 BIM primary: -0.5; MEX-5 binding: 0.3

What do the screens show for `O=C(O)CCC(=O)Nc1ccccc1N1CCOCC1`?
PME-1 inh: 3.6; Bcl-xL primary: 0.0; PAD4 FP inh: -1.9; Fam108B inh: -1.4; GSTO1 inh: 5.3; GLD-1 TGE inh: -4.7; TPT1 inh: -3.6; MCL1 BIM primary: 0.2; MEX-5 binding: 2.6

These rows are one share of the data (hit frequency here may not be typical).
